# Screens: PubChem, Johns Hopkins Ion Channel Center
# CHT block: inhibitors of human choline transporter CHT; High affinity choline transporter 1 (Homo sapiens), Q9GZV3; 310,000 tested, 0.86% active; CHT-expressing cells, membrane potential dye, choline response; hits give low values; B-score at 10 µM;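 active = B-score over 3 SD under the library average, and starting fluorescence ratio not unusually high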;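 note: choline stimulus applied at its EC90 after an EC20 pre-addition; B-score computed on integrated fluorescence ratio after choline addition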
# KCNQ2 inh: KCNQ2 potassium channel inhibitors, primary screen, cell-based, CHO-K1, FluxOR thallium flux, B-score (AID 2156) | 20 min; hits give low values | Potassium voltage-gated channel subfamily KQT member 2 (Rattus norvegicus), O88943 | 310,000 tested, 1.1% active | B-score at 10 µM;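 active = fluorescence ratio B-score at most minus 3 library SDs, with starting brightness B-score within 2 library SDs, cut at about -5.5 in these data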
# Target sequence (O88943 whole entry, looked up): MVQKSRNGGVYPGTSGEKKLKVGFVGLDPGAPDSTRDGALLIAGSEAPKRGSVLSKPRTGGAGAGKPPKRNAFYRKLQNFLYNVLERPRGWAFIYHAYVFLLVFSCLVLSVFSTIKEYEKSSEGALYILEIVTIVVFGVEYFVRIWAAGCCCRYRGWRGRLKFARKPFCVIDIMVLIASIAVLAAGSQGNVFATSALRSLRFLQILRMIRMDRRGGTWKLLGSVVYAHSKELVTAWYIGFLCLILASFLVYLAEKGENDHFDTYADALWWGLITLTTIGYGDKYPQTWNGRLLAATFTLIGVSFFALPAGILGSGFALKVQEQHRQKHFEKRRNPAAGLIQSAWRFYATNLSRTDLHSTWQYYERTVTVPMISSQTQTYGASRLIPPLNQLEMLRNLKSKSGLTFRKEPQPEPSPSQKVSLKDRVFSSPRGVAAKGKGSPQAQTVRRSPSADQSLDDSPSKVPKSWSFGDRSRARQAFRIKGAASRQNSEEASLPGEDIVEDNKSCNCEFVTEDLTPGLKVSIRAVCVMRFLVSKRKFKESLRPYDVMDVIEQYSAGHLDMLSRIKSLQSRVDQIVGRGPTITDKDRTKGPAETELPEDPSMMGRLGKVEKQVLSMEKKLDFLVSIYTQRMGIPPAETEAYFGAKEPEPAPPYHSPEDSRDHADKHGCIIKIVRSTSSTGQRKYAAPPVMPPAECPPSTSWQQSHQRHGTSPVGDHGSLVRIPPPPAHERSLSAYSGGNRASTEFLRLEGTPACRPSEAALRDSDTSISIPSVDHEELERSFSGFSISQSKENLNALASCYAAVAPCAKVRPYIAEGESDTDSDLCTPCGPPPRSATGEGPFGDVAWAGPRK
# An asterisk follows results filed as active; i = inactive; / = not tested or not shown.
SMILES,CHT block,KCNQ2 inh
O=C(NCc1ccccc1)N1CCNCC1,i,i
c1ccc(NC2=NCCN2CC2CCCC2)cc1,i,i
O=C(Cc1ccccc1)Nc1cccc(C(=O)O)c1O,i,i
O=C(COc1coc(CN2CCN(c3ccccc3)CC2)cc1=O)NCC1CCCO1 (configuration not stated),i,i
CN(C)c1ccc2nc3c(=O)[nH]c(=O)nc-3n(CC(O)C(O)C(O)CO)c2c1 (configuration not stated),i,i
CCN(CC(=O)Nc1sc2c(c1C#N)CCC(C)C2)Cc1nc2ccccc2c(=O)[nH]1 (configuration not stated),i,i
Cc1ccc(S(=O)(=O)CCC(=O)Nc2sccc2C#N)cc1,i,i
CS(=O)(=O)NCc1ccc(C(=O)O)cc1,i,i
O=C(CN1C(=O)c2ccccc2S1(=O)=O)Nc1ccccc1C(=O)NCc1ccco1,i,i
CCn1cc(C(=O)N[C@H](C(=O)O)C(C)C)c(=O)c2cc3c(cc21)OCO3,i,i
CN(C)C(=O)CSc1nnc(Cc2ccc([N+](=O)[O-])cc2)o1,i,i
C/C(=N/NC(=O)c1cccnc1)C1=C(O)CC(C)(C)CC1=O,i,i

# Complete entries, looked up by structure. Order of screens: CHT block | KCNQ2 inh
# Shown for `O=C(Cc1ccccc1)Nc1cccc(C(=O)O)c1O` → i | i
# Shown for `Cc1ccc(S(=O)(=O)CCC(=O)Nc2sccc2C#N)cc1` → i | i

# (more compounds)
SMILES,CHT block,KCNQ2 inh
O=C(Nc1nc(-c2ccccn2)cs1)Nc1ccc(F)cc1F,i,i
O=C(CCS(=O)(=O)c1cc2c(cc1Cl)NC(=O)CO2)NCCc1ccccc1,i,i
N#CCSc1nc(Nc2ccc3c(c2)OCO3)c2ccccc2n1,i,i
CC(=O)Nc1ccc(/C(C)=N/Nc2nc(Nc3ccccc3)nc(N3CCOCC3)n2)cc1,i,i
Cc1nc(NC(=O)C2CC2)sc1C(=O)N1CCCCC1,i,i
O=C(Nc1ccc2c(c1)OCCO2)c1cccc(C(=O)Nc2ccc3c(c2)OCCO3)c1,i,i
CC1CCC(C(C)C)C(OCC(O)C[N+]2(C)CCCCC2)C1 (configuration not stated),i,i
Cc1ccc(S(=O)(=O)N2CCC(C(=O)OCC(=O)N3CCCC3=O)CC2)cc1C,i,i
COc1ccc(Cc2nnc(SCC(=O)NC(C)c3ccccc3)o2)cc1 (configuration not stated),i,i
COc1ccccc1-c1nc(-c2ccccn2)no1,i,i
COCC(C)NC(=O)c1cc2c(ccc3ccccc32)oc1=O (configuration not stated),i,i
Nn1cnc2cc3ccccc3cc2c1=O,i,i
Nc1c(C(=O)NCCN2CCOCC2)c2nc3ccccc3nc2n1-c1ccc2c(c1)OCO2,i,i
Cc1cc(C)cc(OCC(=O)Nc2cccc(-c3nnc(-c4ccco4)o3)c2)c1,i,i
COc1ccc(C2CCCN2C(=O)Nc2ccc(F)cc2)cc1OC (configuration not stated),i,i
CCN(CC(=O)Nc1c(F)cccc1F)C(=O)C1CCN(S(=O)(=O)c2ccc(F)cc2)CC1,i,i
Cc1ccc(C(=O)Nc2nc(-c3cccnc3)cs2)o1,i,i
C/C(=N\Nc1ncc(Cl)cc1Cl)c1ccc(C#N)cc1,i,i
CCOc1ccc(Nc2ncnc3c2cnn3-c2ccccc2)cc1,i,i
COc1cccc(CN2CCN(c3ncccn3)CC2)c1,i,i
COc1cccc(CNC(=O)CN2c3cccc4cccc(c34)S2(=O)=O)c1,i,i
CCOC(=O)CN1C(=O)C2(OCCCO2)c2cc(Br)ccc21,i,i
Cc1nn(C)cc1/C=N/NC(=S)Nc1ccccc1,i,i
COc1ccc(N2C(=O)CSC23C(=O)Nc2ccccc23)cc1 (configuration not stated),i,i
Cn1c(C(=O)N2CCN(C(=O)c3ccco3)CC2)cc2c(=O)n(C)c3ccccc3c21,i,i
O=C(NCCc1ccc(Cl)cc1)c1cc(-c2ccncc2)nc2ccccc12,i,i
CCOc1ccc(NC(=S)NCCCN2CCN(C3CCCCC3)CC2)cc1,i,i
CN(C)CCN1CC(O)=C(c2nc3ccccc3s2)C1=N,i,i
Cc1ccc2cc(CN(Cc3ccco3)C(=O)C3CCCCC3)c(=O)[nH]c2c1C,i,i
CC(=O)Nc1ccc(S(=O)(=O)Nc2nc3ccccc3nc2Cl)cc1,i,i
Cc1cc(SC(C)C(=O)Nc2c(C)n(C)n(-c3ccccc3)c2=O)nc2ccccc12 (configuration not stated),i,i
CC(=O)N1CCCc2cc(S(=O)(=O)N3CCC(C)CC3)ccc21,i,i
COCCNC(=O)/C(C#N)=C/c1ccc(C)o1,i,i
COc1ccc(Br)cc1/C=C/C(=O)Nc1c(C)cccc1C,i,i
COCCn1nnnc1C(c1ccccc1)N1CCN(Cc2ccc3c(c2)OCO3)CC1 (configuration not stated),i,i
CC(Nc1ccc2c(c1)OCCO2)C(=O)Nc1ccc2c(c1)OCO2 (configuration not stated),i,i
COc1ccc(NC(=O)C2CCCN(c3ncnc4onc(-c5ccc(F)cc5)c34)C2)cc1 (configuration not stated),i,i
CC(C)(C)NCC(O)COc1cccc2c1CCC(=O)N2 (configuration not stated),i,/
COc1ccc(C2=NOC(C(=O)Nc3ccc4c(c3)OCO4)C2)cc1 (configuration not stated),i,i
O=C(NNc1c2ccccc2nc2ccccc12)c1cccc(O)c1,i,i
CC(C)CC(=O)Nc1nnc(S(=O)(=O)N(C)Cc2ccco2)s1,i,i
Cc1cccc(NC(=O)CCN2CCC(C(N)=O)CC2)c1,i,i
CC(C)(CCO)Nc1ncnc2onc(-c3ccc(F)cc3)c12,i,i
CCOc1ccc(S(=O)(=O)NCc2cccnc2)cc1,i,i
O=C(Nc1ccc(C(=O)N2CCCCC2)cc1)c1cccs1,i,i
CC[C@H](C)/C=C(C)/C=C/C1=CC2=CC(=O)[C@]3(C)OC(=O)[C@@H](C(C)=O)[C@@H]3C2=CO1,i,i
COc1ccc(Cc2nnc(NC(=O)CSc3ccccc3)s2)cc1OC,i,i
CC(C)NC(=O)COc1coc(CN2CCN(c3cccc(Cl)c3)CC2)cc1=O,i,i

# Among those listed so far, twelve contain a halogen.
SMILES,CHT block,KCNQ2 inh
O=C(Nc1nc(-c2ccccn2)cs1)Nc1ccc(F)cc1F,i,i
O=C(CCS(=O)(=O)c1cc2c(cc1Cl)NC(=O)CO2)NCCc1ccccc1,i,i
COc1ccc(C2CCCN2C(=O)Nc2ccc(F)cc2)cc1OC (configuration not stated),i,i
CCN(CC(=O)Nc1c(F)cccc1F)C(=O)C1CCN(S(=O)(=O)c2ccc(F)cc2)CC1,i,i
C/C(=N\Nc1ncc(Cl)cc1Cl)c1ccc(C#N)cc1,i,i
CCOC(=O)CN1C(=O)C2(OCCCO2)c2cc(Br)ccc21,i,i
O=C(NCCc1ccc(Cl)cc1)c1cc(-c2ccncc2)nc2ccccc12,i,i
CC(=O)Nc1ccc(S(=O)(=O)Nc2nc3ccccc3nc2Cl)cc1,i,i
COc1ccc(Br)cc1/C=C/C(=O)Nc1c(C)cccc1C,i,i
COc1ccc(NC(=O)C2CCCN(c3ncnc4onc(-c5ccc(F)cc5)c34)C2)cc1 (configuration not stated),i,i
CC(C)(CCO)Nc1ncnc2onc(-c3ccc(F)cc3)c12,i,i
CC(C)NC(=O)COc1coc(CN2CCN(c3cccc(Cl)c3)CC2)cc1=O,i,i

# (continued)
SMILES,CHT block,KCNQ2 inh
C=CCc1cccc2cc(C(=O)NC(C)(C)C)c(=O)oc12,i,i
CC1(C(=O)CSc2nc3ccccc3s2)CCC(=O)O1 (configuration not stated),i,i
O=C(COC(=O)c1ccc(Br)o1)NCCNC(=O)COC(=O)c1ccc(Br)o1,i,i
COc1cc(OC)cc(-c2nnc(SCC(=O)N(Cc3ccccc3)C(C)(C)C)o2)c1,i,i
O=C1COc2ccc(C(=O)CSc3nnc(Cc4cccs4)n3-c3ccccc3)cc2N1,i,i
CCn1c(SCC(=O)Nc2ccc(C)cc2)nc2nc3c(cc2c1=O)CCCC3,i,i
CCCCN1C(=O)/C(=C2\SC(N3CCCCC3)=NC2=O)c2ccccc21,i,i
O=C(O)C1CC=CCC1C(=O)NCCCCc1ccccc1 (configuration not stated),i,i
CCc1cc(=O)oc2cc(OCC(=O)N3CCC(C(N)=O)CC3)ccc12,i,i
CC(C)(C)c1cc(C(=O)NCc2cccnc2)ccn1,i,i
Cc1ccc(Nc2nc(=O)c3cc([N+](=O)[O-])ccc3s2)cc1,i,i
COc1ccc(C(=O)Nc2ccnn2C2CCN(Cc3cccnc3)CC2)cc1,i,i
CC1=NN(Cc2cc(C(C)(C)C)c(O)c(C(C)(C)C)c2)C(=O)C1,i,i
COc1cccc(-c2nnc3n2N=C(c2cccc(Br)c2)CS3)c1,i,i
Cc1nn(CC(=O)NCCc2ccccc2)c(=O)c2ccccc12,i,i
CC(CNC(=O)C(=O)NC(C)CCc1ccccc1)Cc1ccccc1 (configuration not stated),i,i
C/C(CCC(C)C)=N\NS(=O)(=O)c1ccc(C)c([N+](=O)[O-])c1,i,i
OC(COCC1CC=CCC1)Cn1cnc2ccccc21 (configuration not stated),i,i
COc1ccccc1C(CNC(=S)NCc1ccccc1)N1CCCC1 (configuration not stated),i,i
COC(=O)c1ccc(COC(=O)c2cnccn2)cc1,i,i
CC1(C)Oc2ccc3ccc(=O)oc3c2C[C@H]1O,i,i
CCc1ccc(/C=C2\CN(CC)Cc3c2nc2ccccc2c3C(=O)O)cc1,i,i
CCCC(=O)NC(c1cccs1)c1cc([N+](=O)[O-])c2cccnc2c1O (configuration not stated),i,i
COC(=O)c1cn(NC(=O)Cn2nc([N+](=O)[O-])c(Br)c2C)c(=O)c2ccccc12,i,i
Cc1nc(SCCO)c2oc3ccccc3c2n1,i,i
O=C(Nc1cccc2cccnc12)c1ccc2c(c1)OCCO2,i,i
Cc1cccc(N2CCN(c3nc4ccccc4n4cnnc34)CC2)c1C,i,i
COc1ccc(NC(=O)CSc2nnnn2-c2ccccc2F)cc1,i,i
COc1ccc(Nc2nc(C(F)(F)F)nc(C)c2C#N)cc1,i,i
Cc1ccc(S(=O)(=O)N2CCOCC2)cc1NC(=O)COC(=O)CCC(=O)c1cccs1,i,i
c1ccc(-c2nc3ccccc3[nH]2)nc1,i,i
CC(=O)c1c(N2CCCCC2)nc(=O)n(-c2ccccc2)c1C,i,i
O=[N+]([O-])c1cccc(-c2nnc3n2CCCCC3)c1,i,i
Cc1ccc(S(=O)(=O)N2CCC(C(=O)NCCc3ccc(S(N)(=O)=O)cc3)CC2)cc1,i,i
Cc1ccccc1NC(=O)NCc1ccco1,i,i
Cc1cc2c(cc1S(=O)(=O)N1CCN(c3cccc(C)c3C)CC1)OCC(=O)N2,i,i
O=C(NNC(=S)NC(=O)c1ccccc1[N+](=O)[O-])c1ccc(Cl)cc1Cl,i,i
O=C(COC(=O)/C=C/c1cccs1)Nc1ccccc1Cl,i,i
O=C(CSc1nc2ccccc2c2nc3ccccc3n12)NCc1ccco1,i,i
CCN1CCN(C(=O)c2cc3c(s2)-c2ccccc2S(=O)(=O)C3)CC1,i,i
Cc1ccccc1-c1c(C)oc2cc(O)ccc2c1=O,i,i
O=C(Nc1cc([N+](=O)[O-])ccc1F)c1ccc2c(c1)OCCO2,i,i
C=CCn1c(COc2ccc(Cl)cc2)nnc1SCC(=O)N1CC(=O)Nc2ccccc21,i,i
CC(C)n1c(Sc2nccn2C)nc2c1c(=O)n(C)c(=O)n2C,i,i
Cc1ccc(C)c2c1[nH]c1ccc([N+](=O)[O-])cc12,i,i
CC1CCC(NC(=O)CC(C)(C)Cc2nc3ccccc3c(=O)[nH]2)CC1 (configuration not stated),i,i
O=C(CSc1nnc2ccccn12)c1ccc(OC(F)F)cc1OC(F)F,i,i
COc1cc2c(cc1OC)[C@H](C)N(C(=O)CSc1nc(O)c(C(C)C)c(=O)[nH]1)CC2,i,i
Cc1c(C(=O)Nc2ccc(N3CCOCC3)cc2)cccc1[N+](=O)[O-],i,i
COC1CCN(C(=O)CC2C(=O)NCCN2CC(C)(C)C)CC1 (configuration not stated),i,i
CCOc1ccc(CNC(=O)CCSCc2ccccc2F)cc1OC,i,i
O=C(CSc1n[nH]c(-c2cccnc2)n1)Nc1ccc([N+](=O)[O-])cc1,i,i
CCOC(=O)C(=CNNc1c(C)csc1C(=O)OC)C(=O)OCC,i,i
O=C(NCCS(=O)(=O)NCCc1ccccc1)c1ccc2c(c1)OCO2,i,i
COc1ccc(OC)c(NS(=O)(=O)c2c(C(=O)N3CCCCCC3)c(C)n(C)c2C)c1,i,i
CC(C)C[C@H](NC(=O)c1[nH]cnc1C(=O)N[C@H](C)c1ccccc1)C(=O)OCc1ccccc1,i,i
O=C1CCCC2=C1C1(CCCCC1)N=C(Nc1nc3ccccc3s1)N2,i,i
COc1ccc(Cn2c(CCC(=O)Nc3ccccc3)nc3cccnc32)cc1,i,i
COCCn1c(N)c(N(Cc2ccccc2)C(=O)Cc2c(Cl)cccc2Cl)c(=O)[nH]c1=O,i,i
CCOC(=O)CSCc1c(C#N)c2ccccc2n1C,-6.8*,/
# (cont.)
SMILES,CHT block,KCNQ2 inh
C=CCn1c(=S)[nH]c2ccc(Br)cc2c1=O,i,i
COc1ccc(C)cc1NC(=O)CN1C(=O)COc2ccc(C)cc21,i,i
COc1ccc(CC(=O)Nc2nc(-c3ccccc3)c(C(C)=O)s2)cc1OC,i,i
O=C(Nc1ccc(-c2nc3ccccc3[nH]2)cc1)c1c(F)c(F)c(F)c(F)c1F,i,i
Cn1ncc2c(Nc3ccc(-c4ccccc4)cc3)ncnc21,i,i
CCc1ccccc1NC(=O)CSC1=C(C#N)C(c2ccc3c(c2)OCO3)C2=C(CCCC2=O)N1 (configuration not stated),i,i
COc1ccc(OC)c(/C=N/NC(=O)CCc2c(C)n[nH]c2C)c1,i,i
CC1CCCN(c2cc3c(cc2[N+](=O)[O-])C(=O)N(c2ccccc2)C3=O)C1 (configuration not stated),i,i
CC(=O)Nc1cccc(NC(=O)CCNC(=O)c2ccc(Cl)cc2)c1,i,i
Cc1noc(C)c1COc1ccc(C(=O)OCC(=O)NC2CCCCC2C)cc1 (configuration not stated),i,/
O=C(N/N=C/c1c[nH]c2ccccc12)c1ccn(Cc2ccc(Cl)cc2Cl)n1,i,i
